Assay outcomes: PubChem, Broad Institute
EWS-Fli block = blocks EWS/Fli oncoprotein-driven transcription; A673 NR0B1-luciferase reporter, viability-normalised; inhibition, % at 12.6 µM; actives 0.67% (n = 350,000);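 active = mean inhibition of at least 50% after viability correction, with every replicate also passing that limit; inconclusive = mean reaches 50% but only one of two replicates passes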;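 note: firefly luciferase signal divided by Alamar Blue viability fluorescence both relative to DMSO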
miR-122 sensor = inhibitors of miR-122 in Huh7 cells. actives 0.3% (n = 340,000). AID 602342. activation (reporter increase), % at 12.5 µM. Huh7 miR-122 Renilla luciferase sensor, 48 h; neutral wells = 0, positive control = 100;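 active = mean replicate activation score at least 90 and every replicate individually at or above 90; inconclusive = only one of the two criteria met; inactive = neither criterion met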;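 note: higher luciferase means less miR-122 activity so hits act as miR-122 inhibitors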
FN deposition inh = fibronectin deposition inhibition; AH1F fibroblasts, Alexa488-fibronectin deposition fluorescence, overnight; inhibition, % at 12.6 µM; actives 0.086% (n = 350,000); AID 743247;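 active = mean inhibition across replicates of 30% or more, regardless of how many single replicates reach that level; inconclusive = mean under 30% yet at least half of replicates reach 30%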;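 note: positive control wells lacked labelled fibronectin entirely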
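Assay system: AH1F fibroblasts assembling fluorescent fibronectin matrix; Amount: 10000 AH1F cells per well; Buffer or medium: DMEM, 2% serum; Probe or stimulus: Alexa488-fibronectin, 24 nM final in well; Doses: single compound dose, delivered by pin transfer; Incubation: 1 h adhesion, overnight exposure; Measured by: fluorescence 485/525 nm; Read-out: fibronectin deposition inhibition.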
INS-1E GSIS act = primary screen for activators of insulin secretion dependent on glucose, INS-1E cells, GLuc reporter luminescence; INS-1E GLuc reporter insulin secretion, 2-3 h; activation, % at 16.6 µM; actives 0.61% (n = 370,000); AID 743287;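 active = lowest replicate activation of at least 40%, so every replicate reaches that level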;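 note: 0% = median of neutral control wells and 100% = median of IBMX positive control wells; some compounds called inactive have numbers as strong as hits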
PAX8 reporter = PAX8 transcriptional activity inhibition; RMG-I TPO-luciferase reporter, SteadyGlo, 24 h; inhibition, % at 12.6 µM; actives 1.2% (n = 360,000); AID 652154;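 active = mean replicate inhibition at least 60% with every replicate also reaching 60%; inconclusive = only one of the two criteria is met; inactive = mean below 60% and not all replicates reaching 60%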;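 note: luciferase light reporting Pax8 driven TPO promoter activity; plate controls were median of neutral control wells for no effect and mitoxantrone controls for full effect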
DENV2 CPE rescue = inhibitors of DENV2 cytopathic effect; DENV2-infected cells, cytopathic effect rescue, plate reader; CPE inhibition, % at 9.99 µM; actives 1.7% (n = 350,000); AID 651640; in the data active = CPE inhibition above about 20%, passing the limit was not always enough; inconclusive = no clear call, values can overlap the other calls; tested in BHK-21 cells;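 note: 0% = median of neutral control wells and 100% = median of positive control wells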
CFTR F508del cor = correctors of CFTR F508del function in bronchial epithelial cells. CFBE cells, YFP halide quenching; stimulated with forskolin plus potentiator P3; % fluorescence drop versus neutral controls. activity (quench increase), % at 7.58 µM. actives 0.36% (n = 350,000). AID 720511;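 active = mean added fluorescence quench of at least 8% versus neutral control, with both replicates also reaching 8%; inconclusive = only one of the mean or replicate conditions met; inactive = mean below 8% and not both replicates reaching 8%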;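 note: cells transiently co-express mutant CFTR-F508del with the halide-sensitive YFP; corrector assay measuring rescue of mutant channel to the surface after 24 h compound exposure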
* = called active by the depositor; u = inconclusive; x = no result given; [ ] = dose if it differs, or a comment.

Compound,EWS-Fli block,miR-122 sensor,FN deposition inh,INS-1E GSIS act,PAX8 reporter,DENV2 CPE rescue,CFTR F508del cor
CCCN(Cc1nc2cc(Cl)ccc2c(=O)[nH]1)C(=O)c1ccc(S(=O)(=O)N2CCCC2)cc1,10.6,-7.0,9.2,-17.7,0.1,3.9,-1.9
COC(=O)c1cn(NC(=O)c2ccccc2[N+](=O)[O-])c(=O)c2ccccc12,-2.9,-3.9,x,-1.7,3.4,4.3,-1.9
Cc1nn(C)c(C(=O)NNC(=S)NCC(C)C)c1Cl,x,x,3.2,-5.7,-10.6,x,x
COc1ccccc1C(=O)OCc1nc(N)nc(Nc2ccccc2C)n1,-48.2,5.2,4.2,18.8,-104.9,8.8,0.6
Cn1c(O)c(N=NC(=O)Cc2c[nH]c3ccccc23)c2ccccc21,18.7,6.4,5.0,12.4,19.4,-4.7,2.3
COc1cccc(CNC(=O)COC(=O)c2ccc(Cl)s2)c1,-5.3,4.9,-4.0,-10.0,2.4,-5.5,-1.7
COc1cc(C(=O)NCc2nnc(SCC(=O)c3ccc(Cl)cc3)o2)cc(OC)c1OC,x,-2.2,-1.4,14.9,-3.2,u,3.4
O=C(Nc1ccc(S(=O)(=O)Nc2ccccn2)cc1)c1cccc([N+](=O)[O-])c1,x,5.4,5.4,4.8,5.8,-2.8,2.0
O=C(NCC[C@@H]1CC[C@@H](NC(=O)c2cnccn2)[C@H](CO)O1)Nc1ccc(Cl)cc1,-8.1,x,x,-14.8,-20.2,8.6,-0.8
O=C(C[C@@H]1CC[C@H]2[C@@H](COC[C@@H](O)CN2C(=O)Cc2ccccc2)O1)NC1Cc2ccccc2C1,0.8,4.7[16.7 µM],-12.5,2.4,2.4,9.3,-1.8
Cc1nn(C(=O)Cn2cc([N+](=O)[O-])cn2)c(C)c1Cl,-2.7,-4.4,x,1.2,-4.4,-1.9,1.8
OC(c1ccccc1)c1ncc(-c2ccccc2Cl)[nH]1 (centres undefined),-96.8,8.0,-6.3,-4.9,-147.7,6.8,2.5
CN(C)CC#Cc1ccc([C@H]2[C@H](CO)N3CCCCN(C(=O)Nc4ccccc4F)C[C@@H]23)cc1,-5.6,3.3[16.7 µM],x,4.3,11.4,x,0.5
CC(C)CC#Cc1ccc2c(c1)O[C@@H](CN(C)C(=O)c1ccccc1)[C@H](C)CN([C@H](C)CO)S2(=O)=O,24.0,-13.8[16.7 µM],x,-19.3,x,-6.8,2.1
C[C@H](CO)N1C[C@H](C)[C@H](CN(C)Cc2ccc(Cl)c(Cl)c2)Oc2ccc(NC(=O)Nc3ccc(F)cc3)cc2CC1=O,-2.0,-1.6[16.7 µM],8.1,-22.7,5.8,2.8,1.2
CC1(NC(=O)/C=C/c2nc3ccccc3s2)CCS(=O)(=O)C1 (centres undefined),-8.6,-11.5,-12.9,1.4,5.8,1.4,0.1
CCCC(=O)Nc1ccc2c(c1)C(=O)N(C)C[C@H](OC)[C@H](C)CN(C(=O)CC)[C@H](C)CO2,2.0,12.5[16.7 µM],-14.0,9.8,x,x,0.2
COc1cccc(NC(=O)N2CCC(NC(=O)C(Cc3cccc(C)c3)NC(C)=O)CC2)c1 (centres undefined),2.1,x,-0.2,7.9,-7.8,18.1,-1.0
COc1ccc2c3c(n(C)c2c1)[C@H](CO)N(C(=O)c1cccc(F)c1)CC31CCN(C(=O)c2cccc(F)c2)CC1,-1.6,x,x,-7.4,x,2.4,-0.3
COc1ccc(N=Cc2c(O)ccc3ccccc23)cc1,-3.4,4.4,-0.9,-4.0,-7.2,-1.7,0.8
COc1ccc(C(=O)OCc2c(F)cccc2Cl)cc1S(=O)(=O)N1CCOCC1,8.2,9.0,0.6,-18.6,-1.9,-5.7,0.5
CC1Cc2nc(SCC(=O)NCC3CCCO3)n(-c3ccc(F)cc3)c(=O)c2S1 (centres undefined),-1.4,-2.4,x,23.7,1.6,2.8,-4.2
COC(=O)c1ccccc1NC(=O)NCCc1ccc(OC)c(OC)c1,-3.5,x,-3.8,17.8,-10.6,-3.9,-3.3
Cc1cc[n+](-c2nc3ccccc3nc2[N-]S(=O)(=O)c2ccccc2)cc1,10.8,-4.3,-2.5,x,16.2,-10.4,0.1

Filtered by structure: the compounds so far containing an aryl thioether with sulfur outside any ring (2)
Compound,EWS-Fli block,miR-122 sensor,FN deposition inh,INS-1E GSIS act,PAX8 reporter,DENV2 CPE rescue,CFTR F508del cor
COc1cc(C(=O)NCc2nnc(SCC(=O)c3ccc(Cl)cc3)o2)cc(OC)c1OC,x,-2.2,-1.4,14.9,-3.2,u,3.4
CC1Cc2nc(SCC(=O)NCC3CCCO3)n(-c3ccc(F)cc3)c(=O)c2S1 (centres undefined),-1.4,-2.4,x,23.7,1.6,2.8,-4.2

The list goes on:
Compound,EWS-Fli block,miR-122 sensor,FN deposition inh,INS-1E GSIS act,PAX8 reporter,DENV2 CPE rescue,CFTR F508del cor
CSc1nn2c(C)c(C)c(C)nc2c1C#N,2.8,x,3.5,-28.4,-6.9,-2.4,-3.7
CN(C)C(=S)Nc1ccc(Cc2ccncc2)cc1,10.4,-1.5,-8.4,4.2,-94.8,7.1,-1.0
O=C(NCc1ccco1)C1CCN(C(=O)c2ccc(Cl)cc2Cl)CC1,-0.4,5.7,17.2,6.1,8.9,-2.0,-0.3
O=C(O)C1C2CCC(C2)C1C(=O)NCCc1ccccc1 (centres undefined),3.5,-3.0,-2.2,-5.7,-5.3,-2.1,1.1
Nc1nc(SCc2ccc(Br)cc2)c2ncn(C3OC(CO)C(O)C3O)c2n1 (centres undefined),1.9,x,1.5,x,-20.2,-6.0,1.1
O=C(Nc1cccc(C(=O)O)c1)Nc1cccc2ccccc12,5.9,3.4,3.0,3.7,0.9,1.5,-5.2
C=CCn1c(O)c(N=NC(=O)OCC)c2ccccc21,-1.1,x,2.8,x,-19.9,-1.6,x
C[C@H](CO)N1C[C@H](C)[C@H](CN(C)S(=O)(=O)c2ccc(F)cc2)Oc2ccc(NC(=O)Nc3ccc4c(c3)OCO4)cc2C1=O,1.5,-4.7[16.7 µM],x,-9.7,x,-4.6,2.0
CC(OC(=O)c1cc(=O)c2ccccc2o1)C(=O)Nc1ccc(N(C)C)cc1 (centres undefined),-11.3,-8.6,3.2,0.8,0.6,-0.8,2.8
COc1cccc(C#Cc2ccc([C@@H]3[C@H](C#N)N[C@H]3CO)cc2)c1,-76.1,x,0.8,-3.5,-229.8,-1.5,1.6
Cc1ccc(C)c(S(=O)(=O)Nc2ccc(O)c(Sc3ncn[nH]3)c2)c1,9.9,x,0.6,-21.0,12.0,-3.5,-2.4
CC(=O)N1c2ccc(S(=O)(=O)N3CCCC3C(=O)Nc3ccc(C)cc3)cc2CC1C (centres undefined),3.2,-0.9,1.5,-4.4,-7.2,-5.7,-1.6

Reprinted from the entries so far (2 entries):
Compound,EWS-Fli block,miR-122 sensor,FN deposition inh,INS-1E GSIS act,PAX8 reporter,DENV2 CPE rescue,CFTR F508del cor
O=C(NCc1ccco1)C1CCN(C(=O)c2ccc(Cl)cc2Cl)CC1,-0.4,5.7,17.2,6.1,8.9,-2.0,-0.3
O=C(O)C1C2CCC(C2)C1C(=O)NCCc1ccccc1 (centres undefined),3.5,-3.0,-2.2,-5.7,-5.3,-2.1,1.1

Further structures.
Compound,EWS-Fli block,miR-122 sensor,FN deposition inh,INS-1E GSIS act,PAX8 reporter,DENV2 CPE rescue,CFTR F508del cor
CO[C@@H]1CN(C)C(=O)c2ccc(NS(=O)(=O)c3ccc(Cl)cc3)cc2OC[C@@H](C)N(C(=O)Cc2cccnc2)C[C@H]1C,-1.1,x,1.1,6.5,x,-0.6,-2.9
CCC(=O)NCc1ccc(-c2nc3ncccc3o2)cc1,-9.7,-1.2,18.2,26.2,-25.8,1.2,-1.0
COc1ccccc1CNC(=O)C[C@@H]1C[C@@H]2c3cc(NC(=O)NC4CCCC4)ccc3O[C@@H]2[C@H](CO)O1,3.4,-1.1[16.7 µM],-8.4,-5.1,-6.9,19.0,-1.4
CCCN1C(=O)c2[nH]nc(-c3ccccc3)c2C1c1ccc(Br)cc1 (centres undefined),-3.7,x,12.5,-29.1,3.6,0.3,5.5
COc1cc(C(=O)Nc2cccc(-c3nnc(-c4ccco4)o3)c2)ccc1OC(C)=O,-2.8,x,-3.2,x,-24.5,-0.5,1.3
Cc1ccc2c(c1)[nH]c1c(=O)n(Cc3ccco3)cnc12,-68.6,x,-2.6,10.0,-72.2,0.7,2.2
Nc1c(Cl)cc(-c2cn(CCC(=O)O)c(-c3ccncc3)n2)cc1Cl,-10.1,3.2,-0.2,-4.6,-9.7,-5.0,1.9
Cc1ccc(/C=C/C(=O)N2CCc3ccccc32)o1,x,-10.2,11.5,-24.0,-41.5,x,x
COCC(=O)Nc1ccc2c(c1)C(=O)N(C)[C@@H]1CC[C@@H](CC(=O)NCCCN(C)C)O[C@@H]1CO2,-24.1,-42.5[16.7 µM],-3.6,7.4,-76.9,1.2,-6.0
CCOc1ccc2nc(NC(=O)C3CCN(c4cnccn4)CC3)sc2c1,x,-13.7,-3.9,x,25.1,x,x
O=C(COc1ccc(Cl)cc1)OCC(=O)N1CCOCC1,-0.5,x,0.0,4.8,-4.5,17.5,1.1
COc1ccc(C(=O)c2coc3ccc(O)cc23)cc1,-30.2,-10.3,4.8,-1.1,-83.6,-2.7,0.3
O=C(c1ccc(C(F)(F)F)cc1)N1CCC(=O)N([C@H](COCc2ccccc2)Cc2ccccc2)CC1,-1.5,x,6.8,-44.9,9.4,-2.7,0.4
COC(=O)Cn1c(=O)c2c(n(Cc3ccccc3)c1=O)N/C(=C/c1ccc(Br)cc1)C2=O,22.1,0.3,4.2,8.7,10.9,1.1,-1.2
Cc1cc(C(=O)Nc2ccc3c(c2)C(=O)N(C)[C@H]2CC[C@@H](CC(=O)N[C@@H](C)c4ccccc4)O[C@H]2CO3)no1,-5.3,-33.3[16.7 µM],-2.8,-1.4,19.0,97.1*,-2.1
NC(=O)c1nsc(C(=O)N(CC(=O)NC2CCCC2)Cc2ccc3c(c2)OCO3)c1N,2.4,x,x,-3.2,6.6,7.5,-0.2
COc1ccc(C(=O)COC(=O)c2ccc(-n3cnnn3)cc2)c(OC)c1,-6.7,3.7,-10.1,16.8,-14.6,u,-2.8
O=C(c1cc(C2CCCCN2S(=O)(=O)c2cccs2)on1)N1CCOCC1 (centres undefined),3.0,-5.9,0.5,2.9,2.9,-6.7,-1.6
CCc1c(C)nc(N)c(C#N)c1-c1ccccc1,-3.7,-8.0,7.6,10.5,5.7,0.2,1.4
CCn1cc([N+](=O)[O-])c(C(=O)N2N=C(c3ccccc3)CC2c2ccc([N+](=O)[O-])cc2)n1 (centres undefined),x,x,-7.1,-33.9,13.3,x,x
Cc1ccc(-c2nc(CS(=O)(=O)CC(=O)Nc3cc(F)ccc3F)c(C)o2)cc1,-3.8,1.0,3.5,x,-16.8,-4.0,-4.5
Cc1cc(C)n(-c2nc3ccccc3nc2N2CCOCC2)n1,-7.0,-5.1,-2.3,-9.2,5.7,-6.7,-1.8
CC1Oc2ccccc2C(=O)N(CC(=O)c2ccc3c(c2)OCCO3)C1=O (centres undefined),x,-0.7,-9.7,11.7,-18.2,-1.1,-0.8
O=C(O)c1ccccc1-c1nc2ccccc2[nH]1,-23.3,-2.9,5.3,7.1,-40.3,-2.3,2.5
